APE1 inh = blocks human APE1 abasic DNA cleavage; P27695; recombinant APE1, TAMRA/BHQ-2 abasic DNA cleavage fluorescence; 0.35% of 350,000 active; Potency, µM (highest dose often 65.8 µM), for inactives: at the top dose activity change, negative = inhibition, hits mostly inhibitors; AID 2517;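 note: potency is the fitted concentration of half-maximal effect; plate controls were vehicle for no effect and reference inhibitor for full effect; nearly all actives have a fitted effect of over 55% in size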
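Kinetic fluorescence read (525 ex/598 em nm, three reads 60 s apart) of AP-site incision; signal = third minus first read. Enzyme 0.75 nM, dual-labelled THF duplex 50 nM, compound preincubation 15 min RT.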
RGS4 inhibitor = inhibitors of human regulator of G protein signaling 4 | Potency, µM (top dose mostly 114 µM), for the others: at the highest dose activity change, negative = inhibition, most hits filed as inhibitors | Transcreener GDP fluorescence polarization, RGS4-accelerated GTP hydrolysis | 0.039% of 390,000 active | AID 504845; note: potency is the fitted concentration of half-maximal effect; % is set by controls: 0 for no effect and ±100 for the full control effect; nearly all actives have a fitted effect of over 75% in size; some results filed as inactive show a strong effect at the top dose
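MLSMR compounds (23 nl, pin-transferred) preincubated 10 min at room temperature with a 500nM (2x) first reagent, then RGS4 at 900nM (2x) plus Transcreener GDP mix added; fluorescence polarization (620/688 nm) read before and after 90 min at 30 °C.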
12-LOX inh = inhibitors of human 12S-lipoxygenase ALOX12; 1.1% of 580,000 active; Potency, µM (titrated, usually from 108 µM), without a hit: at the highest dose activity change, negative = inhibition, hits mostly inhibitors; P18054; purified 12hLO, xylenol orange hydroperoxide absorbance; note: potency is the fitted concentration of half-maximal effect; % is set by controls: 0 for no effect and ±100 for the full control effect
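Purified human 12hLO (150 nM final) in 25 mM Hepes, 0.01% Triton X-100, pH 7.0 was preincubated 15 min at room temperature with compound. Then 40 uM arachidonic acid was added, 30 min. Hydroperoxide was read by Fe-XO absorbance ratio 573/405 nm.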
POLK inh = DNA polymerase kappa (human) inhibition | Potency, µM (doses to about 107 µM), inactives show top-dose activity, negative = inhibition, actives largely listed as inhibitors | 0.53% of 400,000 active | purified Pol kappa, fluorescent DNA synthesis assay, 10 min | Q9UBT6; note: potency is the fitted concentration of half-maximal effect; % is set by controls: 0 for no effect and ±100 for the full control effect
Target sequence (Q9UBT6 whole entry, looked up): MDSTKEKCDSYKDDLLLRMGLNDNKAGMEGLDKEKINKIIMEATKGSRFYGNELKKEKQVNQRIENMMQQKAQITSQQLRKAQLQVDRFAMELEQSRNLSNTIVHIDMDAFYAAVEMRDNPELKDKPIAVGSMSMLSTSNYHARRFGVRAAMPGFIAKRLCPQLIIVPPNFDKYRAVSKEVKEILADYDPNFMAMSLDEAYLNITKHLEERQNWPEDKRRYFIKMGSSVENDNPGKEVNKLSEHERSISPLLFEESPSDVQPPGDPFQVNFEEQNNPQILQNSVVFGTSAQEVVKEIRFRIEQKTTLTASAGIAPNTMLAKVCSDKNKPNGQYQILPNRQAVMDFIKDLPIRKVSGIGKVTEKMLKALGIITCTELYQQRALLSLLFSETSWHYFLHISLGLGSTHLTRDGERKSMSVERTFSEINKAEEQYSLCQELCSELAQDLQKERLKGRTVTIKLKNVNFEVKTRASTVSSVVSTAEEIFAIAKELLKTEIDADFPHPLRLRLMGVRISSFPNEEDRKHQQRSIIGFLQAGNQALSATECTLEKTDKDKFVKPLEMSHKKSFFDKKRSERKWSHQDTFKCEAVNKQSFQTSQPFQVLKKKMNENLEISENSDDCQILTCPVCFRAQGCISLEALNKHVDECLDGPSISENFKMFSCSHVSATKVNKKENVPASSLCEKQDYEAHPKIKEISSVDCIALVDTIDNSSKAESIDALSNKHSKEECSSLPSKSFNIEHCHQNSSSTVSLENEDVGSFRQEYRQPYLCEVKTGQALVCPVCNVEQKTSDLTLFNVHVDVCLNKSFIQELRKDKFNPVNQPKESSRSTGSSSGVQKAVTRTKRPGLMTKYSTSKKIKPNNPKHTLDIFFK
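Activity was followed as the change in fluorescence between reads at 0 and 10 min after starting the reaction with 50 nM substrate. Beforehand, 10 nM polymerase had been preincubated with compound for 15 min at room temperature.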
POLH inh = DNA polymerase eta (human) inhibition. AID 588591. recombinant Pol eta, fluorescent DNA replication assay. Potency, µM (series often up to 114 µM), for inactives: at the top dose activity change, negative = inhibition, most hits filed as inhibitors. 1.2% of 390,000 active. Q9Y253; note: potency is the fitted concentration of half-maximal effect; % is set by controls: 0 for no effect and ±100 for the full control effect
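Pol eta at 10 nM preincubated with compounds 15 min at room temperature; reaction started with fluorescent substrate (50 nM final) and read kinetically at 0 and 10 min.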
POLB inh = blocks human DNA polymerase beta activity; Pol beta primer extension/strand displacement, fluorescence kinetic; Potency, µM (highest dose often 114 µM), for the others: at the top dose activity change, negative = inhibition, actives largely listed as inhibitors; 1.3% of 340,000 active; P06746; AID 485314; note: potency is the fitted concentration of half-maximal effect; % is set by controls: 0 for no effect and ±100 for the full control effect
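Curves were derived by four-parameter Hill fits of normalized qHTS data. The kinetic fluorescent primer-extension read was taken at 0 and 10 min after 50 nM substrate, following a 15 min room-temperature preincubation of 10 nM enzyme with compounds.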
LDHA block = LDHA (human) enzyme inhibition; P00338; purified LDHA, NADH/diaphorase-resazurin fluorescence; active compounds read low; activity change, % (values are at about 110 or 230 µM); 0.15% of 480,000 active; AID 1347041; in the data active = activity change below about -30%; inconclusive = mostly about -25% to -30%;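 note: plate controls were DMSO wells for no effect and wells without enzyme for full effect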
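Resorufin fluorescence (ex540/em590), read at 0 and 20 min after diaphorase/resazurin addition, reports the NADH left after a 5 min room-temperature reaction of 2 nM human LDH5 with 0.06 mM NADH and 0.2 mM pyruvate.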
ERG Ets-DNA blk = inhibitors of human ERG Ets domain-DNA interaction; 0.028% of 370,000 active; P11308; fluorescence polarization, His-ERG Ets domain / labelled DNA; Potency, µM (highest dose often 76.9 µM), without a hit: at the top dose FP activity, negative = inhibition, most hits filed as inhibitors; active = well fitted inhibition curve with a large enough effect in the polarisation, with a control signal flat; inconclusive = small, poorly fitted or top-dose-only effect, or effect the other way, or a change in a side signal; inactive = no such curve, though single readings can be large or run the other way; the % refers to the polarisation;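 note: polarization taken with two DNA probes labelled with fluorescein and Texas red; potency is the fitted concentration of half-maximal effect; % of control where 0% means no effect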
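His-tagged ERG Ets domain (1 uM in the protein solution; 300mM KCl, 50mM Tris-HCl, 1mM EDTA, 1mM DTT, pH 7.5) received compound, then a probe mix of 5 nM fluorescein-DNA and 100nM Texas-615-DNA. Fluorescence polarization was read for both dyes.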
Anesthetic bind = candidate novel general anesthetic via apoferritin binding | apoferritin/1-aminoanthracene competitive binding, fluorescence | Potency, µM (doses to about 77.5 µM), inactives show at the top dose activity change, negative = displacement, usual class: inhibitors | 0.074% of 350,000 active | AID 485281; note: potency is the fitted concentration of half-maximal effect; % is set by controls: 0 for no effect and ±100 for the full control effect; nearly all actives have a fitted effect of over 20% in size
Target sequence (P02791 2-175 limits assumed): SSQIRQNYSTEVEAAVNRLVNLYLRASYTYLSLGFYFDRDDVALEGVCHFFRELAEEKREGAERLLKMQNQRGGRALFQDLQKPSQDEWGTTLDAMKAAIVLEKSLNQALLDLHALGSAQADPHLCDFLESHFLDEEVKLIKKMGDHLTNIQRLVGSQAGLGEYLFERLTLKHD
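Read-out: endpoint 1-AMA fluorescence, excitation 380 nm and emission 535 nm, after compounds sit 10 min at room temperature with 10 uM horse-spleen apoferritin in 50% saturated 1-AMA/PBS. Values come from four-parameter Hill fits.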
Starred values were filed as active, the others as inactive; ? = inconclusive; nt = no result given; & = joins results of further samples; [ ] = remark or other dose. Unless noted, calls come from the whole dose curve; as a rule, active = well fitted curve in the direction sought with a large enough effect; inconclusive = small, poorly fitted or top-dose-only effect, or another doubt; inactive = no such curve, though single readings can be large; an effect the other way counts as inactive or inconclusive.

SMILES	APE1 inh	RGS4 inhibitor	12-LOX inh	POLK inh	POLH inh	POLB inh	LDHA block	ERG Ets-DNA blk	Anesthetic bind
COc1ccc(CN(C)C(=O)CNC(=O)c2ccc3ccccc3c2)c(OC)c1	71%[activator]	0%	-16%	15%	-12%	-1%	2	2%	5%
CS(=O)(=O)N1CCc2cc(C(=O)Nc3ccc(Cl)cc3)ccc21	-11%	2%[56.9 µM]	0%	-1%	9%	2%	-1	12%	-8%
c1csc(-c2nc(NCC3CCCO3)c3ccccc3n2)c1 (centres undefined)	30%	29%&6%	-10%	-14%&-2%	-3%	-8%	1&-7	-1%	-17%
CCc1ccc2nc(N3CCC(C(=O)NCCC(C)C)CC3)sc2c1	nt	-30%	-6%	7%	-7%	-16%	-1	-13%	-18%
O=C(Nc1cc2c3c(c1)CC(=O)N3CCC2)c1ccc(Br)cc1	8%	-14%	-12%	-3%	?	nt	-1	5%	nt
COc1ccc(C(=O)NCCN2C(=O)S/C(=C\c3cccnc3)C2=O)c(OC)c1OC	-6%	6%	18%	-5%	-14%	3%	2	2%	-9%
O=c1c2[nH]c3ccc(F)cc3c2ncn1CCN1CCN(Cc2ccccc2)CC1	-2%	13%	-16%	2%	4%	0%	-8	3%	-3%
C[C@H](NC(=O)c1[nH]cnc1C(=O)Nc1ccc(Cl)cc1)c1ccccc1	6%	-6%	45µM*	0%	-6%	nt	-5	13%	nt
COCCN(CCOC)S(=O)(=O)c1ccc(C(=O)Nc2sc3c(c2C(N)=O)CCCCC3)cc1	?	?	-24%	-9%	-13%	27%	-4	-8%	-5%
Cn1c(CCCOc2ccc(Cl)cc2Cl)n[nH]c1=S	-2%	-19%	?	-2%	-3%	19%	-14&-10	5%	-10%
O=C(/C=C/c1ccccc1Cl)Nc1ccc(-c2nnc3n2CCCCC3)cc1	3%	-17%	7%	-8%	-21%	22%	-4	-13%	7%
CCOc1cc(C)nc(N2CCN(C3CCCCC3)CC2)n1	-1%	-4%	-3%	-7%	-4%	24%	6	nt	-14%
COc1ccccc1CN(C)C(=O)c1sccc1-c1ccccc1	0%	-29%	1%	-4%	-23%	5%	-1	3%	-17%
Cc1cccn2c(=O)c3cc(C#N)c(=NC(=O)c4ccccc4)n(Cc4ccco4)c3nc12	nt	?	7.1µM*	?	25µM*	nt	0&8	?	nt
COc1cc(C)c(S(=O)(=O)n2nnc3ccccc32)cc1C	2%	19%	-13%&-13%	4%	-8%	-10%	3&-13	4%	-10%
CN(C)C(CNC(=O)CNC(=O)c1ccc(Br)cc1)c1ccccc1 (centres undefined)	?	17%	0%	2%	-8%	12%	-7	-5%	-2%
COc1ccc(CNC(=O)c2cc(-c3cc(C)ccc3O)n[nH]2)cc1	-8%	-7%	16%&-1%	6%	-21%	-1%	1&-3	-2%	-4%
Cc1sc2c(c1C)c(=O)nc1scc(CC(=O)O)n12	2%	-6%	-40%	-6%	-4%	3%	-1	3%	-10%
Cc1sc2ncn(CC(=O)NCc3ccccc3)c(=O)c2c1C	-1%	-14%	5%	18%	-6%	-22%	0	15%	-7%
O=c1cc(CSc2nnc(COc3ccccc3)n2-c2ccccc2)c2ccccc2[nH]1	1%	-20%	?	-10%	-15%	-1%	-5	4%	-16%
COc1ccc(-n2c(SC)nc(O)cc2=O)cc1	-1%	1%	0%	6%	3%	-29%	-2	8%	-8%
CCN(CC)CCNC(=O)CCn1c(=S)[nH]c2cc3c(cc2c1=O)OCO3	16%	-16%	-6%	-12%	-2%	28%	3	-7%	7%
O=C(CSc1nnc(CNC(=O)c2cccs2)o1)c1ccccc1	15%	-28%	?	-2%	-12%	27%	-3	-6%	?
CCC(C)[C@H](NC(=O)NCCCOC(C)C)C(=O)OC (some centres undefined)	8%	-23%	-10%	5%	-15%	-1%	-3	-9%	1%
c1ccc(CSC2=NCCS2)cc1	1%	31%	-4%	-8%	-4%	-1%	-4	2%	?
O=C(Nc1ccc(F)cc1F)NC1CCN(Cc2c(F)cccc2Cl)CC1	-2%	9%	53%[activator]	1%	9%	0%	-18	-8%	-12%
CC(=O)Oc1ccccc1C1OC(=O)c2ccccc2N1C(C)=O (centres undefined)	16%	3%[11.4 µM]	368%[activator]	-5%	-17%	6%	-5	2%	0%
COc1ccc(-n2c(O)c(C=NC3CC3)c(=O)[nH]c2=O)cc1	16%	27%	15%	-3%	4%	9%	-7	9%	-12%
Cc1c([N+](=O)[O-])cc(C(=O)N2CCOCC2)cc1[N+](=O)[O-]	-2%	-7%	-6%	-8%	-9%	-2%	-1	1%	-1%
O=C(c1ccc(-c2ccccc2Cl)o1)N1CCC1	12%	-5%	-16%	9%	-9%	nt	-6	-9%	nt
COc1ccc(CCCc2nnc(SCC(=O)Nc3cc(C)c(C)cc3Br)o2)cc1	-4%	12%	9%	-11%	-14%	0%	1	0%	88%[activator]
CCC(=O)Nc1ccc(NCc2cccs2)cc1	-8%	-14%	10%	-6%	-9%	26%	5	-10%	?
CCc1ccc(C2CC(=O)N(c3cccc(C(F)(F)F)c3)C3=C2C(=O)OC3)cc1 (centres undefined)	nt	-4%	-14%	-21%	-13%	1%	-11	3%	2%
COc1cccc(OC)c1C(=O)N1CCN(Cc2ccccc2C)CC1	-1%	-3%[11.4 µM]	-41%	-7%	-25%	26%	-9	3%	-6%
CCOC(=O)C1=C(CCc2ccccc2)NC(=O)NC1c1ccc(C#N)cc1 (centres undefined)	nt	-21%	-9%	1%	-16%	nt	1	-6%	nt
O=C(O)CC1S/C(=N\N=C/c2ccccc2)N(c2ccc(O)cc2)C1=O (centres undefined)	-2%	13%	-1%	-6%[60.1 µM]	9%	8%	-4	nt	-5%
Cc1cc(NC(=O)/C=C/c2ccc(F)cc2)n(-c2nc3ccccc3[nH]2)n1	2%	-3%	-8%	-6%	-20%	16%	1	2%	-7%
O=C(NNC(=S)NCc1ccc(Cl)cc1)c1ccc(Br)o1	2%	-22%[56.9 µM]	7%	-14%	0%	-15%	-5	-7%	-17%
COc1ccc(CNC(=O)CCCc2nnc3n(C(C)C)c(=O)c4sccc4n23)cc1	nt	-6%	-14%	-13%	-13%	2%	-8	-3%	-1%
O=C1CSc2ccc(C(=O)O)cc2N1	?	9%	-24%	-9%	0%	-16%	-5	-2%	-1%
COc1ccc(NC(=O)CCNS(=O)(=O)c2cccc3nsnc23)cc1Cl	nt	-10%	-5%	-7%	-19%	0%	-6	7%	-10%
Cc1cc(Br)cc2cn[nH]c12	-4%	5%	0%	-15%	-25%	6%	-5	4%	-6%
N#CC1=C(N)Oc2n[nH]c(-c3cccs3)c2C1c1cccnc1 (centres undefined)	11%	-15%	6%	1%	-10%	17%	0	-10%	-16%
CC1(C)CC(NC(=O)COc2cc3oc(=O)c4c(c3cc2Cl)CCC4)CC(C)(C)N1	9%	-8%	9%	25%	-5%	-10%	1	4%	-10%
O=C(NC1CC(=O)N(c2ccc(F)cc2)C1)c1cccs1 (centres undefined)	nt	7%	-25%	0%[60.1 µM]	-15%	-20%	0	-15%	3%
COc1cccc(NC(=O)N2C3CCCC2CC(NC(C)=O)C3)c1 (centres undefined)	-6%	8%	4%	8%	-11%	2%	-2	8%	3%
CC(C)COc1ccc(-c2nn(-c3ccccc3)cc2CO)cc1	29%	-5%	0%	3%	?	-30%	0	-1%	-2%

Filtered by structure: the compounds so far with an aryl thioether with sulfur outside any ring
SMILES	APE1 inh	RGS4 inhibitor	12-LOX inh	POLK inh	POLH inh	POLB inh	LDHA block	ERG Ets-DNA blk	Anesthetic bind
O=c1cc(CSc2nnc(COc3ccccc3)n2-c2ccccc2)c2ccccc2[nH]1	1%	-20%	?	-10%	-15%	-1%	-5	4%	-16%
COc1ccc(-n2c(SC)nc(O)cc2=O)cc1	-1%	1%	0%	6%	3%	-29%	-2	8%	-8%
O=C(CSc1nnc(CNC(=O)c2cccs2)o1)c1ccccc1	15%	-28%	?	-2%	-12%	27%	-3	-6%	?
COc1ccc(CCCc2nnc(SCC(=O)Nc3cc(C)c(C)cc3Br)o2)cc1	-4%	12%	9%	-11%	-14%	0%	1	0%	88%[activator]

Retrieved by compound from above:
SMILES	APE1 inh	RGS4 inhibitor	12-LOX inh	POLK inh	POLH inh	POLB inh	LDHA block	ERG Ets-DNA blk	Anesthetic bind
O=C1CSc2ccc(C(=O)O)cc2N1	?	9%	-24%	-9%	0%	-16%	-5	-2%	-1%
COc1ccc(CCCc2nnc(SCC(=O)Nc3cc(C)c(C)cc3Br)o2)cc1	-4%	12%	9%	-11%	-14%	0%	1	0%	88%[activator]
COc1ccc(NC(=O)CCNS(=O)(=O)c2cccc3nsnc23)cc1Cl	nt	-10%	-5%	-7%	-19%	0%	-6	7%	-10%
CC1(C)CC(NC(=O)COc2cc3oc(=O)c4c(c3cc2Cl)CCC4)CC(C)(C)N1	9%	-8%	9%	25%	-5%	-10%	1	4%	-10%
CCOC(=O)C1=C(CCc2ccccc2)NC(=O)NC1c1ccc(C#N)cc1 (centres undefined)	nt	-21%	-9%	1%	-16%	nt	1	-6%	nt

High-throughput results deposited in PubChem by National Center for Advancing Translational Sciences (NCATS).

Only part of the results is shown; count on the stated rates, not on these rows.
